Bioassay records: PubChem BioAssay, NCI
cln2 rad14 – NCI yeast anticancer drug screen, S. cerevisiae cln2 rad14 strain | % growth inhibition at 50 µM | actives 8.3% (n = 78,000) | AID 165;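 note: 0% = growth of vehicle-only cultures of the same strain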
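Strain: cln2 rad14 yeast, altered in cell cycle control and DNA damage repair. Read-out: growth inhibition vs vehicle.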
yeast mec2-1 – NCI yeast anticancer drug screen, S. cerevisiae mec2-1 strain; % growth inhibition at 50 µM; actives 9% (n = 79,000); AID 157;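 note: 0% = growth of vehicle-only cultures of the same strain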
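Growth inhibition is read against vehicle-treated controls after compound exposure of the mec2-1 yeast strain, which is defective in DNA damage repair or cell cycle control.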
sgs1 mgt1 – NCI yeast anticancer drug screen, S. cerevisiae sgs1 mgt1 strain. growth inhibition, % at 50 µM. actives 10% (n = 78,000). AID 161;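 note: 0% = growth of vehicle-only cultures of the same strain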
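Percent growth inhibition was derived by comparing compound-exposed mutant yeast with vehicle-exposed cultures. The strain carries alterations in DNA damage repair.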
yeast rad50 – NCI yeast anticancer drug screen, S. cerevisiae rad50 strain; growth inhibition, % at 50 µM; actives 10% (n = 79,000);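 note: 0% = growth of vehicle-only cultures of the same strain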
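Readout: growth inhibition relative to vehicle-treated cultures. Compound exposure was carried out in a genetically defined yeast strain deficient in DNA damage repair.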
mlh1 rad18 – NCI yeast anticancer drug screen, S. cerevisiae mlh1 rad18 strain; % growth inhibition at 50 µM; actives 11% (n = 79,000); AID 175;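 note: 0% = growth of vehicle-only cultures of the same strain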
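Vehicle-treated cultures served as the reference for growth inhibition in a yeast strain carrying DNA damage repair alterations exposed to each compound.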
bub3 – NCI yeast anticancer drug screen, S. cerevisiae bub3 mutant strain | AID 167 | actives 9.9% (n = 78,000) | % growth inhibition at 50 µM;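 note: 0% = growth of vehicle-only cultures of the same strain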
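In this screen, a yeast mutant lacking normal mitotic checkpoint function is challenged with compound. Relative growth versus vehicle gives the inhibition value.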
Starred values were filed as active, the others as inactive. Cut-off read from the data, not from the text of the source: active = growth inhibition above about 70%; inactive = the rest. Not a hit list, and some 14% of all compounds hit somewhere here.

Below each compound – cln2 rad14	yeast mec2-1	sgs1 mgt1	yeast rad50	mlh1 rad18	bub3
CCCCCC/C(C=O)=C\c1ccccc1
    16	18	27	32	20	-5
CC(=O)Nc1ccc2oc(=O)ccc2c1
    0	-13	-15	-19	-11	-4
S=c1nc(Cc2ccc(Cl)cc2)[nH][nH]1
    4	-73	-3	-29	-72	-5
CCCCN1C[C@H](OC(=O)CCC)[C@@H](OC(=O)CCC)[C@H](OC(=O)CCC)[C@H]1COC(=O)CCC
    -5	-16	-11	-18	-16	-24
CCCNc1ccc2c(c1)C(O)c1ccccc1-2 (stereo not given)
    2	-5	5	-5	-3	-4
CC(=O)c1sc2c(c1OC(=O)c1ccc(Cl)cc1)c(=O)n(-c1ccccc1)c(=S)n2-c1ccccc1
    8	-9	-11	10	9	12
CC(=O)c1ccc(Nc2ncnc(N)n2)cc1
    13	-3	6	12	6	3
CCC[CH2][Ge]([CH2]CCC)([CH2]CCC)[O]C(=O)C(OC(C)=O)c1ccccc1 (stereo not given)
    71*	75*	86*	78*	79*	85*
c1ccc(NCCSc2nc3ccccc3s2)cc1
    9	27	26	42	78*	82*
CCN(C(=O)c1ccccc1C)C(c1ccccc1)P(=O)(c1ccccc1)c1ccccc1 (stereo not given)
    54	86*	88*	79*	85*	87*
CC(C)CCCC(C)C1CCC2C3CCC4=C/C(=N/O)CCC4(C)C3CCC12C (stereo not given)
    35	12	41	40	33	25
CC(NC(=O)C(N)CSSCC(N)C(=O)NC(C)C(=O)O)C(=O)O (stereo not given)
    -18	-16	-12	-19	-19	-1
COC(=O)C(CSCc1ccccc1)NC(=O)C(CSCc1ccccc1)NC(=O)CCNC(=O)c1ccccc1 (stereo not given)
    30	-5	2	14	9	-1
CC(=O)OCC1OC(n2cc(F)c(=O)[nH]c2=O)C(NC(=O)OCc2ccccc2)C(OC(C)=O)C1OC(C)=O (stereo not given)
    -16	13	2	1	-6	1
Cc1ccc(N=Nc2c(O)ccc3n[nH]nc23)cc1
    -46	0	32	3	7	19
CNC1CC(n2cc(C)c(=O)[nH]c2=O)OC1CO (stereo not given)
    -12	-24	-25	-30	-16	-33
CC(O)C(=O)NN (stereo not given)
    -14	-18	-5	1	9	-5
Cc1nc2ccc(S(=O)(=O)Nc3ccc(Cl)cc3)cc2c(=O)n1NC(=O)CNc1ccc(Cl)cc1
    16	22	42	33	24	20
CCOc1ccnc2c(C)c3c([nH]c4ccccc43)c(C)c12
    99*	100*	99*	99*	99*	99*
CC(C)(C)NCC(O)c1ccc(O)c(CO)n1 (stereo not given)
    9	-8	-19	1	-3	-9
NNC(=O)c1nnc(N)o1
    -9	-12	7	-12	6	-12
O=C(O)c1cc([N+](=O)[O-])c(C(=O)O)c([N+](=O)[O-])c1
    -36	-2	7	7	-12	-8
CC(C)OC(=O)OCSc1ccccc1N=Cc1cccc([N+](=O)[O-])c1
    18	-22	-10	-10	0	-13
CCOc1ccc(N)c([N+](=O)[O-])c1
    -34	22	23	5	3	-8
Clc1nc2cc3nc(Cl)c(Cl)nc3cc2nc1Cl
    30	16	36	21	-1	16
CN(C)CCn1ncc(Sc2cc([N+](=O)[O-])ccc2N)c(Cl)c1=O
    4	-4	13	2	1	0
C/C(=N\N=C(/C)c1ccc(O)cc1O)c1ccc(O)cc1O
    6	13	-4	14	-3	7
CC(=O)Nc1ccc(S(=O)(=O)CO)cc1
    7	17	20	19	17	0
CN(C)C(=O)Sc1ccc(N(C)C)cc1
    -25	-18	-11	-5	-23	15
CCOc1c(N=Nc2ccc(Cl)cc2)c(-c2ccccc2)nn1C(=S)S
    91*	96*	92*	95*	94*	93*

Results in cln2 rad14, mlh1 rad18 and yeast rad50 (three entries from above):
mol | cln2 rad14 | mlh1 rad18 | yeast rad50
CC(=O)Nc1ccc2oc(=O)ccc2c1 | 0 | -11 | -19
S=c1nc(Cc2ccc(Cl)cc2)[nH][nH]1 | 4 | -72 | -29
CCCCN1C[C@H](OC(=O)CCC)[C@@H](OC(=O)CCC)[C@H](OC(=O)CCC)[C@H]1COC(=O)CCC | -5 | -16 | -18

Continued.
Below each compound – cln2 rad14	yeast mec2-1	sgs1 mgt1	yeast rad50	mlh1 rad18	bub3
CC(=O)OC1=C(Br)CCc2ccccc21
    86*	97*	91*	98*	90*	88*
CCCCCCNc1nc(N2CCOCC2)c2[nH]c(NCCCCCC)nc2n1
    -12	0	4	7	18	7
CC(=O)c1ccc(C)c(Cl)c1
    -29	-5	-8	-13	12	2
CC1CCCN(CCO)CC1 (stereo not given)
    -9	-10	-15	-6	23	-17
C/C(=N\O)c1ccccn1
    1	-16	-18	-8	1	-9
O=C(Nc1ccccc1Cl)OC/C=C/c1ccccc1
    -6	-1	20	0	-8	15
Cc1cc(OC(=O)c2ccccc2)c(C)c(C)c1OC(=O)c1ccccc1
    9	-8	15	6	21	8
O=C(CCCc1ccc([N+](=O)[O-])cc1)c1ccccc1
    -28	-6	1	-6	-5	4
Cc1cc(C)c(-c2c(C)cc(C)c([N+](=O)[O-])c2C)c(C)c1N
    97*	99*	98*	98*	98*	97*
CC(Cc1ccco1)C(=O)O (stereo not given)
    -14	15	0	9	-11	2
Nc1ccc2oc(=O)c3ccccc3c2c1
    7	37	48	85*	87*	33
CCC(C(=O)O)(C(C)C)C(C)C
    12	31	13	6	8	0
N#Cc1cccc(C2C(=O)c3ccc(C(=O)c4ccc5c(c4)C(=O)N(c4ccc(Oc6ccc(N7C(=O)c8ccc(C(=O)c9ccc%10c(c9)C(=O)N(c9cccc(C#N)c9)C%10=O)cc8C7=O)cc6)cc4)C5=O)cc3C2=O)c1 (stereo not given)
    14	-8	-16	-8	-26	-14
CCNC(=S)OC1CCC2(C)C(=CCC3C2CCC2(C)C(C(C)CCC(CC)C(C)C)CCC32)C1 (stereo not given)
    -24	7	-12	-2	-24	-2
CC(=O)OC1(C(=O)O)CCCCC1
    -20	14	0	6	10	5

Full records, looked up by structure:
CNC1CC(n2cc(C)c(=O)[nH]c2=O)OC1CO (stereo not given) in the list: cln2 rad14 = -12; yeast mec2-1 = -24; sgs1 mgt1 = -25; yeast rad50 = -30; mlh1 rad18 = -16; bub3 = -33
CN(C)C(=O)Sc1ccc(N(C)C)cc1 in the list: cln2 rad14 = -25; yeast mec2-1 = -18; sgs1 mgt1 = -11; yeast rad50 = -5; mlh1 rad18 = -23; bub3 = 15

Following part:
Below each compound – cln2 rad14	yeast mec2-1	sgs1 mgt1	yeast rad50	mlh1 rad18	bub3
CN1CCN(C(=O)/C=C/C(=O)c2ccccc2)CC1
    73*	95*	95*	93*	97*	83*
Cc1cc(C)c2ccccc2n1
    -3	-30	-8	-6	18	-5
CCc1cc(CC)c(-c2ccco2)c(COC(=O)NC)c1
    77*	94*	94*	95*	96*	96*
COc1ccc(/C=C2/C(=O)ON=C2C)cc1
    46	46	42	76*	24	89*
CC1=NC(C(N)=O)C(=O)N1 (stereo not given)
    -30	-23	-15	-35	-1	-9
C/C(=C\c1ccc(Cl)cc1)C(C)(C)C(=O)O
    -7	-23	-1	15	20	11
CC(=Nc1ccc(C)cc1N)c1c(O)cc(C)oc1=O
    -33	-8	-11	-9	-6	1
COc1cc(/C=C2/C(=O)N(C(=O)c3ccc(Cl)cc3)N=C2C)cc(OC)c1OC
    -48	-6	3	10	39	25
COC(=O)[C@H](Cc1ccccc1)NP(=O)(O)OCC1C=CC(n2cc(C)c(=O)[nH]c2=O)O1 (stereo not given in full)
    4	-19	2	-10	-44	-7
CCN(CC)c1ccc2c(c1)Oc1cc(N(CC)CC)ccc1C2c1ccccc1C(=O)O
    14	-33	-2	-10	-3	4
O=C(O)c1ccccc1-c1ccccc1C(=O)Nc1ccc2c(c1)[nH]c(=O)c1ccccc12
    47	-4	-22	-14	-22	-16
CC(=N/N(C)c1ccccc1)/C(C)=N/N(C)c1ccccc1
    4	7	4	19	16	4
CNS(=O)(=O)c1ccccc1C(O)(c1ccccc1)c1ccccc1
    15	16	1	27	37	7
COc1ccc([N+](=O)[O-])cn1
    44	16	32	32	17	16
NNc1ccc2ccccc2n1
    87*	52	46	88*	93*	93*
CC(=O)NCc1cc(C)c(CBr)cc1CBr
    7	-11	-4	-2	10	7
CCCN(CCC)C(=O)c1ccc(C(C)C)cc1
    -7	7	19	11	10	10
COc1cc(C(=O)NO)ccc1O
    -2	-13	-15	0	-1	-6
N#C/C(=C\c1c[nH]c2ccccc12)C(=O)c1ccc(O)c(O)c1
    18	0	-21	-7	-7	3
CC1(C)OC2/C(=N/O)C3COC(O3)C2O1 (stereo not given)
    -36	2	-10	-10	4	1
O=C1OC(c2ccccc2)(C2(c3ccccc3)C=C(c3ccccc3)C(=O)O2)C=C1c1ccccc1 (stereo not given)
    -4	-3	1	39	3	5
COc1cc(Br)c(CC(=O)c2c[nH]c3ccc(Br)cc23)cc1OC
    20	5	17	16	13	4
CC(=O)c1ccccc1C(=O)O
    8	7	-7	6	-10	6
COc1cc(C2=C3C(=O)OCC3Cc3ccccc32)ccc1OCc1ccccc1 (stereo not given)
    6	0	8	19	30	11
Cc1nc(C(Cl)(Cl)Cl)nc(C(Cl)(Cl)Cl)n1
    9	47	27	20	20	18
NC1CCCCC1N.O=C([O-])c1ccc(N=Nc2cccc([N+](=O)[O-])c2)cc1O.O=C([O-])c1ccc(N=Nc2cccc([N+](=O)[O-])c2)cc1O.[Pt+4]
    -19	-2	3	-3	7	-19
COc1ccc(C2C3=C(COC3=O)Oc3cc4c(cc32)OCO4)c(OC)c1 (stereo not given)
    6	-29	-24	-22	14	30
O=C(O)C(Sc1ccc(Cl)cc1)Sc1ccc(Cl)cc1
    -26	4	-11	15	10	-36
O=C(CCC1CCC(=O)ON1)NO (stereo not given)
    -24	8	1	13	19	7
Cc1cccc(-c2cc3cccnc3nc2NN=O)c1C
    39	68	76*	65	77*	67
CCN(CC)C(=O)CN
    -3	1	9	9	-8	3
CN=C1N[N+]2=CCCCC2S1 (stereo not given)
    1	3	20	18	13	2
Nc1nc2ncn(CC(O)COC(=O)c3ccccc3)c2c(=O)[nH]1 (stereo not given)
    28	-9	27	24	39	27
CC1(C)CC(N)(C(=O)O)CC(C)(C)N1O
    -59	8	1	10	10	-23
S=C(NNC1=NCCCCN1)Nc1ccc(Cl)cc1
    0	-11	14	-21	6	-4
O=C(NC(=O)c1ccccc1Cl)Nc1ccc(C(O)(C(F)(F)F)C(F)(F)F)cc1
    69	54	58	54	62	34
CCC(C(=O)OC)C1CCCCC1 (stereo not given)
    -8	-28	-12	25	22	-11
CN(C)CCONC(=O)C12CC3CC(CC(C3)C1)C2
    24	-3	18	-9	22	-9
N#CC(C(=O)CCC(=O)Nc1cccc(C(F)(F)F)c1)c1ccccc1 (stereo not given)
    -1	-12	-7	-9	-12	7
O=C(NCCNC(=O)c1cc(Cl)cc(Cl)c1O)c1cc(Cl)cc(Cl)c1O
    -18	11	9	-1	22	-5
CCC(/C=N/NC(N)=O)c1cccc(OC)c1OC (stereo not given)
    -12	-1	-2	-6	26	23
O=C(O)c1ccccc1C(=O)CC(O)(C(F)(F)F)C(F)(F)F
    -31	10	-2	-21	-21	-11
CC(=O)N(C(=O)CC(=O)N1N=C(c2ccccc2)C(N=Nc2ccccc2[N+](=O)[O-])C1=O)c1ccc(Cl)cc1 (stereo not given)
    -37	-22	0	-4	-19	-27
CN(CCOC(N)=O)CCOC(N)=O
    9	3	-5	-18	-1	8
Cc1c2nc(N)nc-2ccc2[nH]c(N)nc12
    25	-17	42	-2	17	0
CCCC(=O)Oc1ccc(C(C)(C)CC(C)(C)C)cc1
    -27	-30	-1	7	-2	-12
NC(CCC(=O)c1ccccn1)C(=O)O (stereo not given)
    1	-8	1	-2	-66	1
O=S(=O)(Cc1ccccc1)c1ncc(Cl)cn1
    -6	7	13	9	16	17
CCCCC(O)(c1ccccc1)C1CN(C(C)(C)C)C1c1ccccc1 (stereo not given)
    -23	-2	-4	-18	-2	7
CSc1nc(SC)c2c(C(N)=S)[nH]nc2n1
    20	21	47	23	24	19
CC(=O)OC12CC3CCC4C(CCC5(C)C(C(C)CCCC(C)C)CCC45)C3(C)CC1O2 (stereo not given)
    -1	48	70	71*	42	14
C=C1C2CCC3C4(C)CCCC(C)(C(=O)O)C4CCC3(C2)C1OC(=O)/C(C)=C/C (stereo not given)
    25	5	-7	22	-59	1
CCCCCCCCCc1cc(=O)[nH]c(=S)[nH]1
    50	78*	79*	85*	87*	86*
COc1ccccc1C1C2=C(COC2=O)OC(C)(C)Oc2cc3c(cc21)OCO3 (stereo not given)
    87*	85*	86*	76*	88*	90*
